Screening results from PubChem BioAssay.
CHT allo act: allosteric activators of human choline transporter CHT; B-score at 10 µM; CHT-expressing cells, membrane potential dye, choline EC20; hits give high values; LV-AA mutant CHT in HEK293 cells; 310,000 compounds, 0.49% hits; AID 488977;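 active means initial fluorescence not abnormally high and integrated response B-score, plate-corrected, over 3 SD above library mean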
Target sequence (Q9GZV3 whole entry, looked up): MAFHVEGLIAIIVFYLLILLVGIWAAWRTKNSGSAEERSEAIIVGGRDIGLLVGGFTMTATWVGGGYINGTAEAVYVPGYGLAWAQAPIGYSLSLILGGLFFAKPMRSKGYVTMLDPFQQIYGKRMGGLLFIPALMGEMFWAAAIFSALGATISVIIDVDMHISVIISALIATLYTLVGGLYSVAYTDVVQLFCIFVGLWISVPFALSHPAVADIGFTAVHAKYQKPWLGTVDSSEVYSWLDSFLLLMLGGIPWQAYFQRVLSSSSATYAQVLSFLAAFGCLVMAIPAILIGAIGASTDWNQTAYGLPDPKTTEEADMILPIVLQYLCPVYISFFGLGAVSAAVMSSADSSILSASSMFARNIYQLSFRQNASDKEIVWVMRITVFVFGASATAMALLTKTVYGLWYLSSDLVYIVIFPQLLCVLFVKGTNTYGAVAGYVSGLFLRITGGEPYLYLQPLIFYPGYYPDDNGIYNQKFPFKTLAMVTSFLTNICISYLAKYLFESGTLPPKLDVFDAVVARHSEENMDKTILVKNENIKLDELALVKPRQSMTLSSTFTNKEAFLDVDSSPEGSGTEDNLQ
CHT block: inhibits the human high affinity choline transporter | CHT-expressing cells, membrane potential dye, choline response; hits give low values | B-score at 10 µM | 310,000 compounds, 0.86% hits | AID 488975;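 active means B-score over 3 SD under the library average, and starting fluorescence ratio not unusually high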;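 further: choline stimulus applied at its EC90 after an EC20 pre-addition; B-score computed on integrated fluorescence ratio after choline addition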
* hit, by the source's call; i = inactive.

Compound	CHT allo act	CHT block
O=C(NCC1CCCO1)c1ccc2c(c1)N(Cc1ccccc1)C(=O)CS2 (stereo not given)	i	i
Cc1ccccc1-c1cccc([C@@H]2C[C@H]3CN(Cc4cccnc4)C(=O)[C@]34CCCN24)c1	i	i
CCOC(=O)C1CCN(C(=O)C2CCN(S(=O)(=O)c3ccc4ccccc4c3)CC2)CC1	i	i
O=C(COc1cccc2ccccc12)Nc1nc2ccccc2[nH]1	i	i
COc1ccccc1NS(=O)(=O)c1ccc(Cl)c(NC(=O)c2sc3cc(Cl)ccc3c2Cl)c1	i	i
Cc1ccc(-c2cc(-c3ccccc3)c3c(N)c(S(C)(=O)=O)sc3n2)cc1	i	i
COc1ccc(N2C(=O)C(CC(=O)O)S/C2=C\C(C)=O)cc1 (stereo not given)	i	i
CCOC(=O)C1(N(CC)CC)Sc2cc(C)ccc2NC1=O (stereo not given)	i	i
COc1ccc(CCNC(=O)CC(Cc2ccccc2)C(=O)O)cc1OC (stereo not given)	i	i
Cc1[nH]c(C)c(S(=O)(=O)Nc2cccc(Cl)c2C)c1C(=O)N1CCCC1	i	i

Later entries
Compound	CHT allo act	CHT block
CCOC(=O)c1c(-c2ccc(F)cc2)csc1NC(=O)c1c(-c2ccccc2)noc1C	i	i
COc1ccccc1NC(=O)N1CCCC1C(=O)NCc1ccccc1F (stereo not given)	i	i
COc1ccc(C(=O)N2CCN(Cc3ccc4c(c3)OCO4)CC2)cc1OC	i	i
Cc1[nH]c2ccccc2c1C(=O)CSC(=S)N1CCCCC1	i	i
NC(=O)c1ccc(-n2nnnc2Oc2ccc(Br)cc2)cc1	i	i
CCCn1c(=O)c2c(nc3n2CC(C)CN3Cc2ccccc2)n(C)c1=O (stereo not given)	i	i
O=C(Nc1ccccc1)Nc1cccc2ccccc12	i	i
Cc1ccc2nc(-c3ccncc3)cc(C(=O)Nc3ccc4c(c3)OCCO4)c2c1	i	i
Cn1c(=O)c2c(ncn2CC(=O)N/N=C/C=C\c2ccccc2[N+](=O)[O-])n(C)c1=O	i	i
CC1CCCC(C)N1CCCNC(=O)c1nn(C)c2c1CSc1ccccc1-2 (stereo not given)	i	-11*

More records follow.
Compound	CHT allo act	CHT block
COc1ccc(S(=O)(=O)N(CC(=O)NCCSc2ccccn2)c2ccccc2)cc1	i	i
Cc1cccc(NC(=O)[C@H](Cc2ccccc2)NC(=O)OCc2ccccc2)c1	i	i
CCCCC(=O)Nc1ccc(NC(=O)c2cccs2)cn1	i	i
O=c1cc(CO)oc(CN2CCN(Cc3ccccc3)CC2)c1O	i	i
O=C(CCCc1ccccc1)NCc1ccccc1	i	i
O=C(COC(=O)c1nsc(Cl)c1Cl)NC1CCCC1	i	i
COc1ccc(NC(=O)c2oc3ccc(S(=O)(=O)N4CCOCC4)cc3c2C)cc1	i	i
O=C(O)COc1ccccc1/C=N/NC(=O)/C(=C\c1ccc2c(c1)OCO2)NC(=O)c1ccccc1	i	i
Cc1ccc(C(=O)N/C(=C/c2ccc(Cl)cc2)C(=O)NCC2CCCO2)cc1 (stereo not given)	i	i
COc1ccc(C)cc1NC(=O)c1ccoc1C	i	i

Some of these compounds in order of heavy-atom count, largest number first.
Compound	CHT allo act	CHT block
COc1ccc(NC(=O)c2oc3ccc(S(=O)(=O)N4CCOCC4)cc3c2C)cc1	i	i
CCCn1c(=O)c2c(nc3n2CC(C)CN3Cc2ccccc2)n(C)c1=O (stereo not given)	i	i
CCCCC(=O)Nc1ccc(NC(=O)c2cccs2)cn1	i	i

(listing goes on)
Compound	CHT allo act	CHT block
O=C(CC1OC(=O)c2ccccc21)NCC1COc2ccccc2O1 (stereo not given)	i	i
COc1ccc(N2CCN(C(c3ccco3)c3sc4nc(C)nn4c3O)CC2)cc1 (stereo not given)	i	i
O=C(Nc1cccc(S(=O)(=O)NC2=NCCCCC2)c1)c1cccnc1Cl	i	i
CC(NC(=O)CCc1ccccc1)c1ccc2c(c1)OCO2 (stereo not given)	i	i
CC(C)N(C(=O)CSc1nc2ccccc2n1Cc1ccccc1F)C(C)C	i	i
COc1cccc(-n2c(SCc3cc(=O)oc4cc(O)c(O)cc34)nc3ccccc3c2=O)c1	i	i
Cc1ccc(-n2nnnc2SCC(=O)Nc2sc(C)c(C)c2C#N)cc1C	i	i
COc1ccc(CNC(=O)C2CCN(S(=O)(=O)c3ccc4c(c3)CC(C)N4C(C)=O)CC2)cc1 (stereo not given)	i	i
COc1ccc(S(=O)(=O)N=C2C=C(C)C(=O)C(C)=C2)cc1	i	i
Cc1cc(C(=O)NNC(=O)c2nn(C)c(=O)c3ccccc23)c(C)o1	i	i

Random excerpt: three records from the list.
Compound	CHT allo act	CHT block
CC(NC(=O)CCc1ccccc1)c1ccc2c(c1)OCO2 (stereo not given)	i	i
COc1ccc(S(=O)(=O)N=C2C=C(C)C(=O)C(C)=C2)cc1	i	i
Cc1ccc(-n2nnnc2SCC(=O)Nc2sc(C)c(C)c2C#N)cc1C	i	i

Next entries follow.
Compound	CHT allo act	CHT block
Cc1ccc(CNS(=O)(=O)NCc2ccc(Cl)cc2)cc1	i	i
Cc1ccc([N+](=O)[O-])c(OCC(O)CNC(C)(C)C)c1 (stereo not given)	i	i
COc1ccc2cc(CCNC(=O)c3cc4ccccc4o3)c(=O)[nH]c2c1	i	i
Cc1nn(S(=O)(=O)c2ccc(C(C)(C)C)cc2)c(C)c1S(=O)(=O)N1CCOCC1	i	i
O=C(c1ccco1)N1CCN(C(c2cccs2)c2nnnn2C2CCCCC2)CC1 (stereo not given)	i	i
CC1(C)CC(NC(=O)C(C)(C)Oc2ccc(Cl)cc2)CC(C)(C)N1	i	i
COc1ccccc1OCc1nc(-c2cccc([N+](=O)[O-])c2)no1	i	i
Cc1cc(C)n2ncc(C(=O)NCc3cccnc3)c2n1	i	i
O=C(CSCc1nc2scc(-c3cccs3)c2c(=O)[nH]1)Nc1ccccn1	i	i
CCn1c(Oc2ccccc2F)nc2c1c(=O)n(C)c(=O)n2C	i	i

New compounds follow
Compound	CHT allo act	CHT block
CN(C)/C(=N\S(=O)(=O)c1ccccc1)c1ccccc1	i	i
CC(C)[C@H]1C=C(C(=O)O)O[C@@H](OCc2ccc(CO)cc2)C1	i	i
COc1ccc(N2C(=O)C3CCCN3C2c2ccc(C)cc2)cc1Cl (stereo not given)	i	i
C/C(=N/Nc1ccc(F)cc1)c1ccc(Cl)s1	i	i
COc1cccc(CN(C)S(=O)(=O)c2cccs2)c1	i	i
CCN(CC)C(=O)N1CCN(C(=O)N2CCOCC2)CC1	i	i
COC(=O)c1ccc(CNC(=O)C2CCC(=O)N(CCc3ccccc3)C2)cc1 (stereo not given)	i	i
CCCCOC(=O)Nc1ccc(N2CCOCC2)cc1	i	i
O=C(/C=C/c1c(F)cccc1Cl)NCc1ccco1	i	i
O=C(COc1ccc2ccc(=O)oc2c1)NC1CCCC1	i	i

Whole records, quoted from the list. Screens in order: CHT allo act | CHT block
Profile of COc1cccc(CN(C)S(=O)(=O)c2cccs2)c1 = i | i
Profile of COc1ccc(N2C(=O)C3CCCN3C2c2ccc(C)cc2)cc1Cl (stereo not given) = i | i
Profile of O=C(/C=C/c1c(F)cccc1Cl)NCc1ccco1 = i | i

(listing goes on)
Structure	CHT allo act	CHT block
COc1ccc(Nc2nc3ccc(C)cc3n3cnnc23)cc1Cl	i	i
CC(C)N(Cc1ccccc1)C(=S)NC(=O)C1(C)CC1(Cl)Cl (stereo not given)	i	i
O=C(Nc1cc2cc([N+](=O)[O-])ccc2oc1=O)c1cccs1	i	i
Cc1cccc(NC(=O)Nc2cnccn2)c1	i	i
COc1ccc(S(=O)(=O)NC(N)=NCCc2ccccc2OC)cc1	i	i
CCCc1nc(SCc2ccccc2Cl)n[nH]1	i	i
O=C(CCN1CCCCO1)N1CCCC(Nc2cccc(F)c2)C1 (stereo not given)	i	i
O=C(Nc1ccc(Oc2ccccc2)cc1)C1CCN(c2c3c(nc4ncnn24)CCC3)CC1	i	i
O=C(O)c1ccc(N2C(=O)CC(N3CCC(c4nc5ccccc5[nH]4)CC3)C2=O)cc1 (stereo not given)	i	i
CCCc1cc(=O)oc2cc(OC(=O)CN3C(=O)NC4(CCCC4)C3=O)ccc12	i	i
COc1ccc(N2C(=O)c3ccccc3NC2c2ccc(OC)c(Cn3cc([N+](=O)[O-])cn3)c2)cc1 (stereo not given)	i	i
CCSc1nnc(NC(=O)c2ccccn2)s1	i	i
NC(=O)c1cc([N+](=O)[O-])ccc1NCc1ccc(F)cc1	i	i
O=C(C[n+]1ccc2ccccc2c1)c1ccc(NC(=O)c2ccccc2)cc1	i	i
COc1ccc(/C=C/C(=O)NCC(=O)N/N=C/c2ccc(OC)cc2)cc1	i	i

The listing continues:
Structure	CHT allo act	CHT block
O=C(Cc1ccsc1)Nc1cc(F)ccc1F	i	i
COc1ccccc1CN1C(=O)C(=O)N(Cc2cccc(C)c2)C1=O	i	i
CC1CCCCC1NC(=O)CSCC(=O)O (stereo not given)	i	i
O=C1c2ccccc2C(O)(c2ccccc2)N1C1CC1 (stereo not given)	i	i
Cc1ncc(CO)c(/C=N/NC(=O)c2cc3c(s2)CCCC3)c1O	i	i
Cc1ccc(C)c(NC(=O)CN(C)C(=O)c2nn(C)c(=O)c3ccccc23)c1	i	i
O=C(NNC(=O)c1ccccc1-n1cccc1)c1ccc(Cl)c(Cl)c1	i	i
O=C(NCc1ccco1)/C(=C/C=C/c1ccccc1)NC(=O)c1ccco1	i	i
O=C(COC(=O)C1CCC(=O)N1)Nc1ccc(Oc2ccccc2)cc1 (stereo not given)	i	i
O=C(Nc1cccc(F)c1)c1ccc(-c2ccccc2Cl)o1	i	i
COc1ccc(CCNC(=O)c2c(C)nn(CC(C)C)c2Cl)cc1OC	i	i
COc1ccccc1NS(=O)(=O)c1ccc(NC(=O)c2nc3nc(C)cc(C(F)F)n3n2)cc1	i	i
COc1cc(/C=C/c2nc3ccccc3c(=O)[nH]2)cc(Br)c1O	i	i
Cc1ccc(-n2cccc2/C=C2\C(=N)N3N=C(c4ccco4)SC3=NC2=O)cc1	i	i
O=C(NCc1ccccn1)c1ccc(OC2CCN(Cc3cccs3)CC2)cc1	i	i

(more compounds)
Structure	CHT allo act	CHT block
O=C1c2cccnc2C(Nc2ccccc2Br)N1Cc1ccco1 (stereo not given)	i	i
Cc1ccc(NS(=O)(=O)c2cccc3nsnc23)cc1C	i	i
COc1ccc2nc(Cl)cc(Cl)c2c1	i	i
COc1ccc(C2CC(=O)Nc3sc(=N)c4c(N)c(C#N)c(N)nc4c32)cc1OC (stereo not given)	i	i
COc1ccc(NC(=S)N2CCC(N(C)CC3CCCO3)CC2)cc1Cl (stereo not given)	i	i
CCOCc1c(C(=O)OCC(=O)/C(C#N)=C(\C)N)oc2ccccc12	i	i
COc1cc(Cl)ccc1OCc1cc(C(=O)N2CCCC(OC)C2)no1 (stereo not given)	i	i
Cc1ccc(N(CC(=O)NCc2ccccn2)S(=O)(=O)c2ccccc2)cc1C	i	i
O=S(=O)(c1ccc(-c2ccon2)s1)N1CCN(c2ccncc2)CC1	i	i
COc1ccc(CCN2C(=O)CSC2=Nc2ccc(C(C)C)cc2)cc1OC	i	i
Cc1cccnc1Sc1c([N+](=O)[O-])ncn1C	i	i
O=c1c2sc3nc(N4CCOCC4)c4c(c3c2nnn1Cc1ccccc1)CCCC4	i	i
COCCCNc1nc2ccccc2nc1NS(=O)(=O)c1cccc(C)c1	i	i
O=S(=O)(c1ccc(F)cc1)N1CCCc2ccccc21	i	i
CCN(CC)CCNC(=O)C12CC3CC(C)(CC(C)(C3)C1)C2	i	i

(more compounds)
Structure	CHT allo act	CHT block
COc1ccc(NC(=O)/C(=C/c2cccs2)NC(=O)c2ccco2)cc1	i	i
O=C(CSc1ccc2nnc(CCNC(=O)c3ccccc3)n2n1)NCc1ccccc1	i	i
COc1ccccc1CNCc1cccc(Oc2ccccc2)c1	i	i
Cc1cccc(C)c1N(CC(=O)N1CCN(C)CC1)S(C)(=O)=O	i	i
O=C(NCCN1CCOCC1)Nc1cccc(Cl)c1	i	i
CCOc1ccccc1/C=N/NC(=O)CNC(=O)c1cccs1	i	i
Cn1c(CNC(=O)c2ccc(F)cc2)cc2ccccc21	i	i
O=C1CCC(C(=O)N2CCC(O)CC2)CN1CCc1ccc(Cl)cc1 (stereo not given)	i	i
O=C(OCCN=C1NS(=O)(=O)c2ccccc21)c1ccco1	i	i
COc1c(C)cccc1C(=O)Nc1ccc(N2CCOCC2)c(Cl)c1	i	i
CCCCOc1ccc(CN(CCO)CCO)cc1[N+](=O)[O-]	i	i
O=C(/C=C/c1ccc2c(c1)OCO2)N1CCN(c2ccc(Cl)cc2)CC1	i	i
CCCN(C(=O)CCNC(=O)Cn1cnc2ccccc2c1=O)c1cccc(Cl)c1	i	i
O=C(CN1C(=O)C2C3C=CC(C3)C2C1=O)N1CC(=O)N(CCc2ccccc2)C(=O)C1 (stereo not given)	i	i
Cc1ccc(NC(=S)NC2CCN(Cc3ccccc3)CC2)c(C)c1	i	i

Next section
Structure	CHT allo act	CHT block
Cc1cc(C)n(Cc2ccc(C(=O)NCCC3=CCCCC3)o2)n1	i	i
CCC(C)N1C(=O)CN(C2CCCCCC2)C(=O)C1c1ccccc1F (stereo not given)	i	i
Cc1cccc2c(=O)cc(C)n(Cc3ccccc3)c12	i	i
NC(=O)COC(=O)c1cc(S(=O)(=O)N2CCN(c3ccccc3)CC2)ccc1Cl	i	i
CCOc1ccc(C(=O)NCC(=O)NNC(=O)CN(C)S(=O)(=O)c2ccc(Cl)cc2)cc1	i	i
CN1C(=O)C(CC(=O)Nc2ccc(F)cc2)N(Cc2cccs2)C1=S (stereo not given)	i	i
COc1ccc2c(c1)OC1=C(C(=O)CCC1)C2C1=C(O)CCCC1=O (stereo not given)	i	i
